Compound activity: PubChem BioAssay, Broad Institute
PglD DTNB: PglD (C. jejuni) enzyme inhibition | 0.098% of 360,000 active | purified PglD enzyme, DTNB colorimetric CoA detection | inhibition, % at 12.5 µM; in the data active = inhibition above about 16%, passing the limit was not always enough; inconclusive = no clear call, values can overlap the other calls; also: strong numbers were not always called active
PAX8 reporter: PAX8 transcriptional activity inhibition; 1.2% of 360,000 active; RMG-I TPO-luciferase reporter, SteadyGlo, 24 h; inhibition, % at 12.6 µM;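 active = mean replicate inhibition at least 60% with every replicate also reaching 60%; inconclusive = only one of the two criteria is met; inactive = mean below 60% and not all replicates reaching 60%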;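 also: luciferase light reporting Pax8 driven TPO promoter activity; plate controls were median of neutral control wells for no effect and mitoxantrone controls for full effect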
Cneo AK release: Cryptococcus neoformans lysis via adenylate kinase release. lysis activity, % at 15 µM. 0.2% of 360,000 active. C. neoformans lysis, adenylate kinase release luminescence, 4 h; normalised: neutral wells 0, clomiphene wells 100;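 active = mean lysis activity across replicates of at least 80%, whatever share of replicates individually reach that level; inactive = mean lysis activity below 80%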
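Schedule: static 4 h at 37 °C with compound, 1 h detection; system: C. neoformans cells; benchmarks: Clomiphene as positive control; buffer or medium: fresh YPD medium; measure: luminescence rise reflecting yeast cell lysis; measured by: luminescent adenylate kinase detection reagent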
LGR2 antag: inhibitors of bursicon-induced Drosophila LGR2 receptor cAMP signaling; inhibition, % at 9.99 µM; 0.35% of 380,000 active; AID 720647; HEK293 LGR2, CRE-luciferase, bursicon-stimulated, 4 h;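 active = drop in luminescence signal, shown as inhibition above about 50% in the replicate tests, limit read from the data, passing the limit was not always enough; inconclusive = probably only some replicates passing the limit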;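 also: agonist challenge used bursicon conditioned medium at about half maximal strength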
ARNT-TACC3 inh: ARNT/TACC3 interaction disruption; Q9Y6A5; AlphaScreen His-ARNT PAS-B/GST-TACC3 binding, luminescence; TACC3 fragment carries E629A point mutation; inhibition, % at 9.99 µM; 0.66% of 390,000 active; AID 623870;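 active = mean inhibition of replicates at least 50% and at least half of replicates each reaching 50%; inconclusive = half or more replicates reach 50% but mean below 50%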;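 also: 0% = complete ARNT plus TACC3 wells and 100% = ARNT alone without TACC3; many hits fall short of the cut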
INS-1E GSIS act: primary screen for activators of insulin secretion dependent on glucose, INS-1E cells, GLuc reporter luminescence. INS-1E GLuc reporter insulin secretion, 2-3 h. activation, % at 16.6 µM. 0.61% of 370,000 active. AID 743287;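 active = lowest replicate activation of at least 40%, so every replicate reaches that level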;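 also: 0% = median of neutral control wells and 100% = median of IBMX positive control wells; some compounds called inactive have numbers as strong as hits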
C2C12 statin: suppression of simvastatin myotoxicity. C2C12 myotubes + simvastatin, ATP luminescence, 48 h; scaled: DMSO 0, geranylgeraniol control 100. rescue of ATP level, % at 7.49 µM. 0.78% of 330,000 active. AID 602340;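 active = mean ATP rescue above about 67%, or every replicate alone reaching that limit, limit read from the data, passing the limit was not always enough; inconclusive = no clear call, values can overlap the other calls; inactive = mean under the limit and some replicate under it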;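 also: myotubes were challenged with 10 µM simvastatin during compound exposure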
PGC1a acetyl inh: PGC1a acetylation modulation, inhibitor mode; inhibition, % at 15.6 µM; U2OS PGC1a acetylation, AlphaScreen anti-acetyl-lysine; with virally co-expressed GCN5 acetyltransferase; AID 651687; 0.17% of 350,000 active;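 active = every replicate shows inhibition of at least 40%; inconclusive = mean inhibition at least 40% but some replicate below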;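 also: 0% = neutral control wells and 100% = positive control wells; some results beyond the cut were filed as inactive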
An asterisk follows results filed as active; ? = inconclusive; / = no result given; & = joins results of further samples.

no.	Structure	Cneo AK release	C2C12 statin	PglD DTNB	PGC1a acetyl inh	LGR2 antag	INS-1E GSIS act	ARNT-TACC3 inh	PAX8 reporter
1	O=C(CN1CCN(Cc2ccccc2F)C1=O)NCC1CCCO1 (stereo unspecified)	-1	/	-3	13	3	28	5	0
2	Cc1ccc(C(=O)c2cnc3cc4c(cc3c2S(=O)(=O)c2ccccc2)OCCO4)cc1	-8	24	-5	7	/	/	5	-16
3	COc1ccc(NC(=O)Cn2c(C)csc2=O)c(OC)c1	2	3	1	/	-7	13	/	8
4	NC(=O)C1(c2ccccc2)CCOCC1	1	-3	4	1	-7	31	-3	/
5	Cc1ccsc1/C=N/Nc1ncc(Cl)cc1Cl	10	-4	-21	-6	/	/	3	/
6	COC(=O)C[C@@H]1CC[C@@H]2[C@@H](COc3ccc(NC(=O)Nc4ccc(C)cc4)cc3C(=O)N2C)O1	-2	23	-2	-3	-5	0	-11	2
7	O=C(C1CC1)N(Cc1ccco1)c1nc(-c2ccccc2)cs1	5	-28	-1	5	/	/	-13	11
8	O=C(Nc1ccc2c(c1)OCO2)N1CCOCC1	-2	5	-2	/	-27	14	6	/
9	Cc1ccc(C2C(C(=O)c3sc(-c4ccccc4)nc3C)=C(O)C(=O)N2CCN(C)C)o1 (stereo unspecified)	0	/	1	10	/	/	0	/
10	C[C@@H]1CCCCO[C@@H](CN(C)C(=O)Nc2ccc3c(c2)OCO3)[C@@H](C)CN([C@@H](C)CO)C(=O)c2cc(NC(=O)Nc3ccc4c(c3)OCO4)ccc2O1	/	/	/	-12	-1	-37	/	6
11	O=[N+]([O-])c1ccccc1/C=C/C=N/n1c(-c2ccccc2F)n[nH]c1=S	3	39	-1	11	3	23	11	19
12	Cn1c(C(=O)N2CCCC(C(=O)NCc3ccccc3)C2)cc2sccc21 (stereo unspecified)	-1	6	1	2	4	/	1	8
13	Cc1noc(C)c1S(=O)(=O)Nc1ccc2c(c1)CC(=O)N([C@@H](C)CO)C[C@H](C)[C@H](CN(C)CC1CC1)O2	56	10	2	13	-8	17	-5	/
14	CCn1c(COc2ccc(OC)cc2)nc2ccccc21	0	7	0	-4	/	/	-3	-107
15	COc1cc(CN(C)c2ncnc3sccc23)ccc1OC(F)F	-1	-37	2	/	-9	-34	/	9
16	O=C(NCc1ccccc1Cl)c1cnn2cccnc12	3	6	-1	11	/	/	-16	/
17	C[C@@H]1CN([C@H](C)CO)C(=O)c2cc(NC(=O)Nc3ccc4c(c3)OCO4)ccc2O[C@@H](C)CCCCO[C@@H]1CN(C)C(=O)NC1CCCCC1	-2	/	3	9	13	11	8	5
18	O=C(Nc1ccccc1C(=O)OCn1nnc2ccccc2c1=O)c1ccco1	-1	17	0	0	/	/	3	-10
19	COc1ccccc1N1CCN(CC(=O)c2c[nH]c3ccccc23)CC1	-1	-10	-2	0	2	-5	20	14
20	CN(C(=O)Cn1cnc([N+](=O)[O-])n1)C1CCCCC1	1	1	-1	10	27	10	-3	16
21	CCCCc1nnc(NC(=O)C2=COCCO2)s1	-3	-5	6	0	-23	5	-2	-152
22	CO[C@@H]1CN(C)C(=O)c2cc(NC(=O)c3cccc(F)c3)ccc2OC[C@@H](C)NC[C@H]1C	-2	17	-2	-1	-1	9	-8	/
23	CC(C)(C)C(=O)NCc1ccc(C(=O)CSc2nnc(C3CC3)n2C2CC2)s1	2	-2	-3	-2	16	6	0	6
24	O=C1N=C(N2CCc3ccccc3C2)S/C1=C\c1ccc(O)cc1	-5	-4	3	-4	-1	26	9	-4

Reprinted from the part before: four compounds; new compounds follow.
no.	Structure	Cneo AK release	C2C12 statin	PglD DTNB	PGC1a acetyl inh	LGR2 antag	INS-1E GSIS act	ARNT-TACC3 inh	PAX8 reporter
21	CCCCc1nnc(NC(=O)C2=COCCO2)s1	-3	-5	6	0	-23	5	-2	-152
22	CO[C@@H]1CN(C)C(=O)c2cc(NC(=O)c3cccc(F)c3)ccc2OC[C@@H](C)NC[C@H]1C	-2	17	-2	-1	-1	9	-8	/
23	CC(C)(C)C(=O)NCc1ccc(C(=O)CSc2nnc(C3CC3)n2C2CC2)s1	2	-2	-3	-2	16	6	0	6
24	O=C1N=C(N2CCc3ccccc3C2)S/C1=C\c1ccc(O)cc1	-5	-4	3	-4	-1	26	9	-4
25	COc1ccc(-n2c(SCC(=O)Nc3nccs3)nnc2-c2ccc(Cl)cc2)cc1	/	/	/	17	3	-3	-10	10
26	O=C(NCCCN1CCOCC1)c1ccc2c(c1)N(Cc1ccccc1)CCS2	-4	-8	-1	-8	-2	-1	6	2
27	C[C@H]1CN([C@@H](C)CO)C(=O)c2cc(C#CC3(O)CCCC3)cnc2O[C@@H]1CN(C)Cc1cccnc1	101*	14	1	-7	-15	1	-12	/
28	Cc1ccc2nc(SC(C)C(=O)N3CCOCC3)[nH]c2c1 (stereo unspecified)	/	/	/	/	-1	-3	-9	-43
29	O=C(CSc1nc2nn(-c3ccccc3)c(=O)c-2c2n1CCCCC2)Nc1ccc(F)c(F)c1	/	4	/	-7	14	-4	/	-18
30	COc1ccc(-c2ccc(NC(=O)c3ccco3)cc2)nn1	-6	-124	2	/	66*	13	0	?
31	COc1cc(-c2nnc3sc(Cc4ccccc4)nn23)cc(OC)c1OC	2	1	-5	19	/	/	23	-12
32	N#Cc1nc(Nc2cccc(Cl)c2)c2ncn(C3CCCC3)c2n1	-5	-36	4	/	-5	2	1	34
33	C[C@H]1CN([C@@H](C)CO)C(=O)c2cc(-c3cccc(F)c3)cnc2O[C@@H]1CN(C)C(=O)C1CCCCC1	-2	0	3	-3	-2	-16	8	/
34	C[C@@H]1CCCCO[C@H](CN(C)C(=O)c2ccccc2)[C@H](C)CN([C@@H](C)CO)C(=O)c2cc(NC(=O)Nc3ccccc3)ccc2O1	4	/	9	-20	6	0	-2	13
35	C/C=C/c1ccc([C@@H]2[C@@H](CN(CC)C(=O)CC)N(C(C)=O)[C@H]2CO)cc1	2	20	1	-3	-1	7	1	1
36	CCc1nnc(NC(=O)c2ccc(F)c(S(=O)(=O)N3CCCCC3)c2)s1	-2	5	1	/	-8	13	2	13
37	COc1cccc(C(=O)NNC(=S)NC2CCCCC2)c1	-4	/	-1	3	-56	-3	0	/
38	COc1cc([N+](=O)[O-])ccc1NC(=O)NCC1CCN(Cc2ccc(Cl)cc2)CC1	2	0	3	-2	16	-49	10	34
39	COc1cccc(Nc2nc(-c3sc(NC(=O)CC(C)C)nc3C)cs2)c1	-10	-30	3	3	-11	/	-3	9
40	O=C(NC(=O)c1ccccc1N1CCCCC1)Nc1ccc(Br)cc1	/	/	/	/	-6	-2	-2	11
41	COc1ccc(OC)c(Cc2nnc(CCC(=O)N3CCN(C4CCCC4)CC3)o2)c1	6	8	3	/	-25	-3	-2	-123
42	CCCC(=O)C1=C(O)C(C(=O)OC)C(C)(C)CC1=N (stereo unspecified)	10	-4	-4	6	8	16	-5	/
43	CC1(C)CC(=O)C/C(=N\NC(=O)C2CC2c2ccccc2)C1 (stereo unspecified)	/	/	/	-2	-2	-35	-5	4
44	O=C(Cn1cc([N+](=O)[O-])cn1)NCc1ccccc1Cl	-4	20	-3	-39	-2	4	-5	-4
45	NC(=O)C1(N2CCCCC2)CCN(C(=S)Nc2ccc(F)c(Cl)c2)CC1	/	/	/	8	-9	2	-4	-1
46	N#Cc1cc(-c2ccccc2)nnc1Oc1ccccc1	1	10	1	1	/	/	-2	/
47	CCC(C(=O)NCCC(C)C)n1ccc2cc(S(=O)(=O)N3CCCCC3)ccc21 (stereo unspecified)	0	-19	-1	/	/	/	-7	/
48	CNc1ccc([N+](=O)[O-])cc1C(=O)O	/	/	/	-5	7	0	-4	9
49	COc1ccc(S(=O)(=O)N(C)C[C@@H]2Oc3c(NC(=O)Nc4ccc(F)cc4)cccc3C(=O)N([C@@H](C)CO)C[C@@H]2C)cc1	/	30	/	-1	-4	-23	/	/
50	CCCCC(SCC(=O)Nc1ccccc1)C(=O)O (stereo unspecified)	3	-1	1	-10	/	/	3	/
51	COc1ccc(CN2C(=O)NC3(CCCC3)C2=O)cc1F	/	/	/	5	16	-19	-10	14
52	C[C@@H]1CN([C@H](C)CO)C(=O)c2cc(NS(=O)(=O)c3cn(C)cn3)ccc2O[C@@H]1CN(C)S(=O)(=O)c1ccc(Cl)cc1	-2	10	2	9	4	17	/	-22
53	C[C@@H]1CCCCO[C@H](CN(C)Cc2ccncc2)[C@@H](C)CN([C@@H](C)CO)C(=O)c2cc(NC(=O)Nc3ccc(F)cc3)ccc2O1	0	-24	0	38	18	-16	1	3
54	CNC(=S)NC12CC3CC(CC(C3)C1)C2	/	/	/	/	8	22	-8	11
55	COc1ccccc1NC(=O)N1C[C@H]2[C@@H](c3ccccc31)[C@@H](CO)N2CC1CCCC1	2	-51	3	7	-3	-12	0	7
56	O=C1N=C(N2CCCCC2)S/C1=C\c1ccccc1F	-4	-3	2	7	-23	8	1	-84
57	CCOC(=O)C1(C)CCCN(C(=O)c2ccc(OC(F)F)cc2)C1 (stereo unspecified)	1	3	1	/	1	-5	/	-2
58	O=C(O)c1ccccc1OCCN1CCCC1=O	-2	12	0	/	-6	-2	10	35
59	Cc1cc(NC(=O)CN2C(=O)NC(C)(c3ccc(Cl)cc3)C2=O)no1 (stereo unspecified)	/	/	/	2	14	6	-5	13
60	C/C=C/c1cnc2c(c1)C(=O)N([C@@H](C)CO)C[C@H](C)[C@H](CN(C)C(=O)Nc1ccc(C(F)(F)F)cc1)O2	52	-7	-3	-17	16	-16	-4	/
61	COc1ccc(CCNC(=O)CCN2C(=O)COc3ccc(C)cc32)cc1OC	0	8	4	-4	/	/	-2	3
62	O=C(C[C@@H]1CC[C@@H]2[C@H](COC[C@@H](O)CN2CC2CCCC2)O1)NCC1CC1	/	/	/	0	-13	15	/	-9
63	COc1ccc2c3c(n(C)c2c1)[C@@H](CO)N(Cc1cccc(Cl)c1)CC31CN(C(=O)C2CC2)C1	/	/	/	-5	13	-18	/	7
64	O=C(O)C1Cc2ccccc2CN1C(=O)c1ccccc1Cl (stereo unspecified)	6	2	0	9	/	/	-6	4
65	CNC[C@@H]1Oc2c(NC(=O)Nc3ccccc3)cccc2C(=O)N([C@@H](C)CO)C[C@H]1C	2&0	22&1	0&4	-2&-10	1&8	-11	3&3	1

Profiles, quoted from the list:
`COc1ccc(CCNC(=O)CCN2C(=O)COc3ccc(C)cc32)cc1OC` reads Cneo AK release = 0; C2C12 statin = 8; PglD DTNB = 4; PGC1a acetyl inh = -4; LGR2 antag = /; INS-1E GSIS act = /; ARNT-TACC3 inh = -2; PAX8 reporter = 3
`O=C(C[C@@H]1CC[C@@H]2[C@H](COC[C@@H](O)CN2CC2CCCC2)O1)NCC1CC1` reads Cneo AK release = /; C2C12 statin = /; PglD DTNB = /; PGC1a acetyl inh = 0; LGR2 antag = -13; INS-1E GSIS act = 15; ARNT-TACC3 inh = /; PAX8 reporter = -9

Copied from the list.
O=C(Nc1ccccc1C(=O)OCn1nnc2ccccc2c1=O)c1ccco1 in PglD DTNB is entered as 0
O=C(NCCCN1CCOCC1)c1ccc2c(c1)N(Cc1ccccc1)CCS2 in PAX8 reporter is entered as 2
CN(C(=O)Cn1cnc([N+](=O)[O-])n1)C1CCCCC1 in PGC1a acetyl inh is entered as 10
COc1ccc(CN2C(=O)NC3(CCCC3)C2=O)cc1F in ARNT-TACC3 inh is entered as -10
